Screening data deposited in PubChem BioAssay by several laboratories.
Cl transport mod: modulators of human KCC2 chloride dependent transport; hit rate 2.2% among 190,000; Q9H2X9; KCC2 cells, thallium flux FluoZin-2 fluorescence; AID 1456; B-score of Tl+ flux slope (higher = more flux/activation; lower = inhibition) at 10 µM;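 active = thallium flux slope and its plate-corrected score both differing from the plate sample mean at a set confidence after two filtering rounds, in either direction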;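 also: slope of fluorescence scaled to starting intensity during 10 to 20 s after thallium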
Rad51 HR inh: blocks human Rad51 in homologous recombination; Q06609; hRad51 DNA strand exchange, fluorescence dequenching; AID 1385; hit rate 0.085% among 200,000; inhibition, % at 10 µM;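 active = inhibition above 40% at the single screening dose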;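 also: 0% = DMSO control wells and 100% = blanks with heterologous ssDNA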
Target sequence (Q06609 whole entry, looked up): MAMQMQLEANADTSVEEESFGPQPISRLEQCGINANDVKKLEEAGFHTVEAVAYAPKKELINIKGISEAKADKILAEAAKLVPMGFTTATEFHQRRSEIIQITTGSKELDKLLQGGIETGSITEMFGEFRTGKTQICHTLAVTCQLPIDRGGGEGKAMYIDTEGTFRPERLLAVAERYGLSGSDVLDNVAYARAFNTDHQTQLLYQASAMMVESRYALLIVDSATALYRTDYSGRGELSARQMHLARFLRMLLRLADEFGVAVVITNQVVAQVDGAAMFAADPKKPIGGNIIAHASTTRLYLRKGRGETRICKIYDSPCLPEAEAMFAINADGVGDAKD
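Material: human Rad51–ssDNA filaments; Probe or stimulus: labelled 47-mer dsDNA for strand exchange; Doses: single 10 µM dose; Incubation: 37 °C 15-min filament assembly, 30-min compound preincubation, 15-min exchange; Technique: FRET fluorescence dequenching, excitation 485 nm, emission 520 nm; Measure: Fluorescence-based percent inhibition, control- and blank-normalised; Benchmarks: plate control and blank wells.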
thrombin 1536: blocks human thrombin protease activity; P00734; alpha-thrombin, Boc-VPR-AMC fluorogenic substrate cleavage; hit rate 0.26% among 220,000; inhibition, % at 5 µM;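 active = inhibition at or above 40%; inactive = inhibition below 40%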;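 also: 0% = enzyme with no compound and 100% = wells without enzyme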
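System: human alpha-thrombin protein; Compound dosing: one concentration per compound, 5 µM, with 0.2% DMSO; Timing: reaction at room temperature; Technique: AMC fluorescence, 355/460 nm; Controls: enzyme without compound as high, wells lacking enzyme as low.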
PERK inhibitor: blocks human PERK kinase; Q9NZJ5; CHO PERK-DD fusion, SEAP luminescence translation reporter; inhibition, % at 5.6 µM; hit rate 0.17% among 220,000; AID 1416;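 active = inhibition above the mean inhibition of all tested compounds plus 3 SD, set separately per screening campaign, cut at about 2.9% in these data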;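 also: PERK kinase domain activated by AP20187 dimerizer at 100 nM; 0% = DMSO with dimerizer and 100% = rapamycin at 8.4 µM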
KLK5 inh: kallikrein 5 (human) inhibition; recombinant hK5, fluorogenic AMC substrate cleavage; inhibition, % at 5 µM; hit rate 0.59% among 210,000; Q9Y337;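 active = inhibition of 40% or more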;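 also: 0% = enzyme controls without compound and 100% = no-enzyme blanks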
Furin inh: human furin inhibition; P09958; purified furin, fluorogenic substrate cleavage; inhibition, % at 30 µM; hit rate 0.061% among 220,000; in the data active = inhibition above about 25%; also: inactives centre near -15
FXIIa inh 1536: blocks human coagulation factor XIIa protease activity. hit rate 0.3% among 220,000. P00748. AID 800. inhibition, % at 5 µM. purified FXIIa, Boc-QGR-AMC fluorogenic substrate, 2 h; in the data active = inhibition above about 40%;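 also: 0% = enzyme with no compound and 100% = blank without enzyme; many of its hits are not listed in these tables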
Target sequence (P00748 20-372 limits assumed): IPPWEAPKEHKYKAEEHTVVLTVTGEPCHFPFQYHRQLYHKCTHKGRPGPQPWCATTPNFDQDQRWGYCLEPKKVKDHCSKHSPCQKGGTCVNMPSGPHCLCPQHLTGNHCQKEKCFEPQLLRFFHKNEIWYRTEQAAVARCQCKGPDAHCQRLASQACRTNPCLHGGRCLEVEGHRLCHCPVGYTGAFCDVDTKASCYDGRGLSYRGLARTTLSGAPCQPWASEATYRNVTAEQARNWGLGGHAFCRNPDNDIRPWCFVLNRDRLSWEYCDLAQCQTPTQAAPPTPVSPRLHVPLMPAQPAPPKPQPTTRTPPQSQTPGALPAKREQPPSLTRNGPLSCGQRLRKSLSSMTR
Target sequence (P00748 373-615 limits assumed): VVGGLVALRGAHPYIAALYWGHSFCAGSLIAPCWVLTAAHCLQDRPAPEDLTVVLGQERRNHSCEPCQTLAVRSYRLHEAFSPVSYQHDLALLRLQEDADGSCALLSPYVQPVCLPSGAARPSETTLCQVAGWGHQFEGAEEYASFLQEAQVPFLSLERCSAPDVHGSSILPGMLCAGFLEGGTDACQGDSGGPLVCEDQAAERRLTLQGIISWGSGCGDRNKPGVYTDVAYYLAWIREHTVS
m-calpain inh: inhibitors of pig calpain II; purified calpain II, fluorogenic peptide substrate, 30 min; AID 1236; inhibition, % at 16 µM; hit rate 0.37% among 220,000;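 active = inhibition above about 50%, limit read from the data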
FXIa inh: blocks human coagulation factor XIa protease activity; purified FXIa, Boc-Glu-Ala-Arg-AMC fluorogenic substrate; inhibition, % at 5 µM; hit rate 0.14% among 220,000; AID 798;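 active = inhibition of at least 40%; inactive = inhibition below 40%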;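 also: fluorescence of freed AMC excited at 355 nm; 0% = enzyme without compound and 100% = no enzyme blank; many of its hits are not listed in these tables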
The depositor's hits bear a star; i = inactive; / = not tested or not shown; [ ] = dose if it differs, or a comment.

The opening 2 records as a preview:
SMILES | Cl transport mod | Rad51 HR inh | thrombin 1536 | PERK inhibitor | KLK5 inh | Furin inh | FXIIa inh 1536 | m-calpain inh | FXIa inh
CC(C)(C)NC(=O)Cn1c(=O)c(=O)n(Cc2ccccc2)c2ccc(Cl)cc21 | -0.44 | 1 | -2 | 0.2 | -18 | -11 | 8 | -20 | 2
O=S(=O)(Cc1ccccc1Cl)NCCOc1ccccc1 | 0.088 | -3 | -1 | 1.0 | -10 | -13 | 15 | 1 | 4

The whole of this part (from the top)
SMILES | Cl transport mod | Rad51 HR inh | thrombin 1536 | PERK inhibitor | KLK5 inh | Furin inh | FXIIa inh 1536 | m-calpain inh | FXIa inh
CC(C)(C)NC(=O)Cn1c(=O)c(=O)n(Cc2ccccc2)c2ccc(Cl)cc21 | -0.44 | 1 | -2 | 0.2 | -18 | -11 | 8 | -20 | 2
O=S(=O)(Cc1ccccc1Cl)NCCOc1ccccc1 | 0.088 | -3 | -1 | 1.0 | -10 | -13 | 15 | 1 | 4
O=C(O)c1cccc(Oc2ccccc2[N+](=O)[O-])c1 | 0.94 | / | 1 | 1.2 | -5 | -13 | 14 | 0 | 9
COCCOC(=O)c1c(NC(=O)CN2CCCc3ccccc32)sc(C(N)=O)c1C | 0.062 | -13 | -12 | 0.2 | -13 | -23 | 14 | -34 | 5
Fc1ccc(NC(=S)NCc2ccccc2Cl)cc1 | -0.52 | 5 | 0 | 0.9 | -8 | -21 | 3 | 1 | 7
CC(C)NS(=O)(=O)c1ccc(OCC(=O)NC(C)c2ccccc2)cc1 (stereo not drawn) | 1 | 5 | -1 | -0.2 | -6 | -19 | 10 | 4 | 23
COC(=O)c1scc(C)c1NC(=O)/C=C/C(=O)O | -0.26 | 16 | 2 | 0.3 | 6 | -31 | 8 | -6 | 11
Cc1ccc(N=CC=C2OC(C)(C)C(C)(C)O2)cc1 | 0.12 | / | -2 | -0.7 | -2 | -6 | 2 | -4 | -4
COCCNC(=O)/C(C#N)=C/c1cc(C)n(C2CCCCC2)c1C | -0.5 | 25 | -9 | 0.9 | -2 | -8 | 6 | -12 | -2
Cc1cccc(NC(=S)N/N=C/c2c[nH]c3ccccc23)c1 | 0.88 | 6 | -12 | 0.0 | -32 | -7 | 2 | 14 | -4
Cc1ccc(CNC(=O)Cn2cncn2)cc1 | 0.56 | -8 | -3 | 0.1 | -22 | -24[20 µM] | 1 | -18 | -5
Cc1ccccc1Cn1ccc(NC(=O)c2nc3ncccn3n2)n1 | 0.036 | 1 | -1 | 1.1 | -4 | -20[20 µM] | 15 | -15 | -1
Cc1cccc(-c2nnc(SCC(=O)N3c4ccccc4CCc4ccccc43)n2C)c1 | -0.74 | -1 | -10 | -1.3 | -13 | -5 | 1 | 36 | 5
Cc1ccc2[nH]c3c(NCc4ccco4)ncnc3c2c1 | -1.2 | 0 | 3 | -0.6 | -2 | -17 | 7 | i | 3
COC(=O)COc1ccc(S(=O)(=O)NCC2CCCO2)cc1Cl (stereo not drawn) | -0.76 | / | -15 | 0.4 | -2 | 31*[20 µM] | -5 | -15 | -5
CC(=O)N(/N=C1\Sc2ccccc2C1=O)c1ccc(C)cc1C | -0.76 | / | -3 | 0.8 | 9 | -29[20 µM] | 9 | 7 | -3
COc1cccc(C2CC(c3ccccc3Cl)n3ncnc3N2)c1 (stereo not drawn) | 0.17 | 0 | 7 | 0.2 | 2 | -23 | 20 | 11 | 5
COc1cccc(C2/C(=C(/O)c3ccc(C)cc3)C(=O)C(=O)N2Cc2ccco2)c1 (stereo not drawn) | -1.7 | 0 | -7 | -0.2 | -5 | -12 | -1 | 19 | 3
CCOC(=O)c1c(CSc2cccs2)n(C)c2cc(Br)c(O)c(CN(C)C)c12 | -1 | 0 | / | -0.5 | -7 | -6 | 0 | 5 | -1
CCOC(=O)c1c(N)sc(C(=O)Nc2ccccc2F)c1C | / | -4 | -5 | -0.1 | 2 | -21 | 6 | 39 | 0
Clc1ccc(-n2nnc(-c3cccnc3Cl)n2)cn1 | 0.01 | 1 | 0 | 0.7 | 4 | -30 | 9 | 3 | 2
COC(=O)Nc1c(C(=O)OC)cc(OC)c(OC)c1OC | 0.44 | -1 | -6 | 1.2 | 0 | -22 | 1 | -2 | -1
COc1ccc(C)cc1Nc1n[n+](C)c(-c2ccc(C(=O)O)cc2)s1 | -2.2 | / | 3 | / | 5 | -30 | 10 | 31 | 6
C[C@@H]1CC=C[C@H]2[C@H]1C(=O)N(Cc1ccccc1)[C@H]2c1ccc(F)c(/C=C/c2ccccc2)c1 | 1.5 | 1 | 3 | / | 2 | -30 | 10 | -4 | 2
N=c1sccn1CC(=O)Nc1cccc(S(N)(=O)=O)c1 | 0.76 | 3 | 2 | 2.7 | 6 | -19 | 8 | 13 | 0

More structures follow:
SMILES | Cl transport mod | Rad51 HR inh | thrombin 1536 | PERK inhibitor | KLK5 inh | Furin inh | FXIIa inh 1536 | m-calpain inh | FXIa inh
CSCC[C@H](NC(=O)OC(C)(C)C)C(=O)N1CCC(C(=O)N[C@H](C(=O)O)C(C)C)CC1 | -0.48 | -12 | 2 | 0.8 | -6 | -6 | 16 | -18 | 1
COc1ccc(OC)c(/C=N/c2c(-c3ccc(O)c(OC)c3)nc3ccccn23)c1 | 0.51 | -12 | 1 | 1.6 | -12 | -38 | 4 | i | -1
Cn1c(NC2CCCCC2)c(N=O)c(=O)n(C)c1=O | 0.95 | -6 | 1 | 2.3 | -17 | -18 | -1 | 6 | -6
CN(C)/C=C/C(=O)c1cccc(C(F)(F)F)c1 | 1.2 | 18 | -4 | 0.3 | -15 | -15 | 1 | 18 | -6
COc1ccc(/C(N)=N/O)cc1O | 0.71 | 1 | -9 | 1.4 | -10 | -8 | 7 | -7 | 4
Cc1occc1C(=O)Nc1ccccc1C(=O)O | -0.92 | 4 | 1 | 1.7 | -9 | -20 | 3 | -1 | -1
CC(O)c1nc2ccccc2n1CCCOc1ccccc1 (stereo not drawn) | -0.36 | -6 | -2 | -0.5 | 2 | -24 | 5 | -3 | 0
O=C(NCc1cccs1)C1CCCN1C(=O)Nc1cccc(F)c1 (stereo not drawn) | 0.047 | 5 | 4 | 1.2 | -2 | -17 | 7 | -14 | -3
O=C(CNc1ccc2ccccc2c1)N/N=C/c1ccc(OC(=O)/C=C/c2ccco2)cc1 | 0.18 | / | -2 | 0.1 | -12 | -13 | 1 | -22 | -6
CC1(C)CC(=O)C=C(Nc2cc(-c3ccccc3)[nH]n2)C1 | / | -3 | 0 | -0.5 | -6 | -12 | 6 | 8 | 6
COc1ccc(S(=O)(=O)N2CCC(C(=O)N3CCCCC3)CC2)cc1OC | / | -3 | 2 | -0.7 | -11 | -17 | 15 | 3 | 1
CCOC(=O)Cn1c(=N)n(Cc2ccccc2)c2ccccc21 | 0.16 | 6 | -3 | 0.5 | -26 | -22 | 16 | -8 | 2
CCc1nnc(NC(=O)CCC(=O)N2CCN(CCc3ccccc3)CC2)s1 | / | -10 | -7 | / | -7 | / | 8 | 4 | 4
O=C(Nn1cnnc1)c1cc2c(s1)CCCCC2 | -0.016 | / | 5 | 1.0 | -13 | -19[20 µM] | 17 | -5 | 3
Cc1ccc(N(CC(O)CN2CCOCC2)S(=O)(=O)c2ccc3ccccc3c2)cc1 (stereo not drawn) | -1.2 | 1 | -6 | -1.0 | -6 | -13 | 1 | -50 | -4
O=C(CN1CCSCC1)N/N=C/c1ccc(F)c(F)c1 | 0.51 | -2 | -3 | -0.8 | -4 | -29[20 µM] | 3 | -16 | -12
O=C(NNc1c2ccccc2nc2ccccc12)c1cc2ccccc2cc1O | 0.57 | 8 | 18 | -0.2 | 17 | -9 | 6 | -81 | 4
Cc1ccc2nc(SC(C)C(=O)NCc3ccc4c(c3)OCO4)[nH]c2c1 (stereo not drawn) | -0.25 | 3 | -11 | 0.3 | -5 | -24 | 5 | -8 | -1
Cc1ccc(-c2cn3cc([N+](=O)[O-])ccc3n2)cc1 | 0.46 | 4 | -2 | -0.3 | -7 | -13 | 6 | 10 | 11
CC(=O)Nc1nc(C)c(Oc2ccc(Cl)cc2)c(=O)[nH]1 | 0.39 | 10 | -3 | 2.0 | -2 | -14 | 8 | -15 | 2
COc1ccc(Cn2ccnc2)cc1[N+](=O)[O-] | 0.42 | -2 | -10 | 0.6 | -20 | -13 | -2 | 3 | -6
CC1CCC(C(=O)NC(C(=O)NCCCN2CCOCC2)C(C)C)CC1 (stereo not drawn) | / | 1 | 1 | 1.6 | -2 | -9 | 13 | 28 | 35
COc1cc2c(cc1OC)C(c1ccc3c(c1)OCO3)C1=C(CC(C)(C)CC1=O)N2 (stereo not drawn) | -0.11 | / | -2 | -0.7 | -3 | -7 | 7 | -219 | 0
O=C(CNCc1ccccc1Cl)Nc1ccccc1N1CCCCC1 | / | -7 | 2 | -0.8 | -2 | -22 | 7 | 18 | -5
COc1ccc(OC)c(C2C(C(=O)Nc3nc4ccccc4s3)=C(C)NC3=C2C(=O)CCC3)c1 (stereo not drawn) | / | -2 | 1 | -1.2 | -60 | -8[20 µM] | 11 | -65 | 0

Quoted at random: 2 entries already listed.
SMILES | Cl transport mod | Rad51 HR inh | thrombin 1536 | PERK inhibitor | KLK5 inh | Furin inh | FXIIa inh 1536 | m-calpain inh | FXIa inh
CC(O)c1nc2ccccc2n1CCCOc1ccccc1 (stereo not drawn) | -0.36 | -6 | -2 | -0.5 | 2 | -24 | 5 | -3 | 0
CCOC(=O)Cn1c(=N)n(Cc2ccccc2)c2ccccc21 | 0.16 | 6 | -3 | 0.5 | -26 | -22 | 16 | -8 | 2

(more compounds)
SMILES | Cl transport mod | Rad51 HR inh | thrombin 1536 | PERK inhibitor | KLK5 inh | Furin inh | FXIIa inh 1536 | m-calpain inh | FXIa inh
C=C(C)CN(CC)C(=O)CSc1nc2ncc(Cl)cc2[nH]1 | -0.8 | / | 10 | 0.5 | 9 | -22 | 15 | 8 | 3
CCCCc1ccc(NC(=O)CSCc2cc(=O)[nH][nH]2)cc1 | / | -13 | 2 | -0.3 | 3 | -27[20 µM] | 14 | -67 | -12
Cc1cccc2c(C(=O)N3CCN(C(=O)c4ccco4)CC3)cc(-c3cccc(Br)c3)nc12 | -0.18 | 4 | 4 | 1.0 | -25 | -8 | -7 | -83 | -3
Cn1cc(SCC(=O)Nc2nc3ccccc3s2)c2ccccc21 | 0.12 | -3 | 1 | -0.1 | 2 | -23[20 µM] | 13 | 27 | -4
CC1=CC(c2ccccc2)=Nc2ccc(C)cc2N1 | -1.6 | 8 | 0 | 1.3 | -11 | -17 | 5 | -1 | 3
COc1ccc(OC)c(C2C(C(C)=O)=C(O)C(=O)N2CCN2CCOCC2)c1 (stereo not drawn) | -0.94 | -4 | 5 | 1.8 | -15 | -21 | 17 | -10 | 3
Cc1cc(NS(=O)(=O)c2ccc(OCCNS(C)(=O)=O)cc2)no1 | / | -3 | -3 | 0.1 | -2 | -8 | 6 | -9 | -1
CCC(C)NC(=O)c1c(-c2cc(Cl)c(OC)c(Cl)c2)noc1C (stereo not drawn) | 0.71 | / | 2 | -0.9 | -5 | -12 | 10 | 11 | 5
CCC(CC)c1nnc(NC(=O)c2ccc(N3CCCC3=O)cc2)s1 | -0.22 | 2 | 4 | 1.1 | -3 | -12[20 µM] | 16 | -10 | 1
CC(NC(=O)Nc1nnc(C(F)(F)F)s1)N1C(=O)C2C3C=CC(C3)C2C1=O (stereo not drawn) | 0.084 | -1 | 5 | 0.3 | 17 | 7[20 µM] | 12 | 4 | 7
Cc1ccc(C(=O)O)cc1N1CCCC1=O | 1.9 | 1 | -2 | 0.3 | 2 | -14 | 5 | -13 | -6
C=CCn1c(SCC(=O)NC2CCCCC2)nnc1-c1ccc(OC)cc1 | 0.03 | / | -4 | -1.2 | -16 | -15 | 4 | 11 | -3

This is a subset. The share of hits here may be higher or lower than overall.
